Screening data (PubChem BioAssay)
TCR act = Activators of T cell receptors: qHTS campaign; primary human leukocytes, anti-CD3, IL-2 HTRF, 48 h; Potency, µM (doses to about 9.22 µM), without a hit: top-dose activation of IL-2 secretion, usual class: activators; 330,000 tested, under 10 active; note: % of control where 0% means no effect
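Compounds are tested in HTS on primary human leukocytes co-incubated with a-CD3 beads for 48 hr. IL-2 output is measured by time-resolved FRET.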
hERG WT inh = qHTS for Inhibitors of KCHN2 3.1: Wildtype qHTS | Voltage-gated inwardly rectifying potassium channel KCNH2 (Homo sapiens), Q12809 | U2OS, BacMam KCNH2, thallium flux FluxOr; active compounds read low | activity change, % at 1.84 µM | 0.37% of 340,000 active;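 active = maximum activity change below -70%; inconclusive = maximum activity change between -70% and -50%; inactive = maximum activity change above -50%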; note: % is set by controls: 0 for no effect and ±100 for the full control effect
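U2OS cells transduced with wild-type KCNH2 virus are loaded with FluxOr dye for 45 min, and thallium flux is measured in kinetic reads before and after stimulation buffer. Rate constants are normalized to DMSO controls.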
USP2a inh = qHTS Assay for Inhibitors of Ubiquitin-specific Protease USP2a Using CHOP2 as the Reporter. Ubiquitin carboxyl-terminal hydrolase 2 (Homo sapiens), O75604. USP2 core, Ub-CHOP2 coupled fluorogenic reporter, 485/531. Potency, µM (top dose mostly 38.3 µM), inactives show at the highest dose activity change, negative = inhibition, actives largely listed as inhibitors. 0.01% of 330,000 active. AID 463254, 2010;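 note: potency is the fitted concentration of half-maximal effect; plate controls were DMSO wells for no effect and full inhibition by NEM control for full effect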
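Cell-free coupled assay: 10nM USP2 core preincubated 30min RT with compound in Tris-HCl pH 8.0/CaCl2/CHAPS buffer, then 25nM Ub-CHOP2 and 25nM reporter substrate; fluorescence (Ex 485/Em 531) read after 60min RT, normalized to NEM inhibition, concentration-response curves fitted.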
ELG1 DNA repair = qHTS screen for small molecules that inhibit ELG1-dependent DNA repair in human embryonic kidney (HEK293T) cells expressing luciferase-tagged ELG1 | HEK293T ELG1-luciferase reporter, luminescence, 16 h; DNA damage induced by 5-fluorouridine | Potency, µM (series often up to 46.1 µM), for inactives: at the top dose activity change, negative = inhibition, most hits filed as inhibitors | 2.3% of 330,000 active; note: potency is the fitted concentration of half-maximal effect; % is set by controls: 0 for no effect and ±100 for the full control effect; nearly all actives have a fitted effect of over 55% in size
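In this reporter screen, reduction of luminescence relative to DMSO vehicle indicated activity. Compounds and 5-fluorouridine were added together to 2,000 cells per well, incubated for 16 hr at 37 °C, then developed with ONE-Glo.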
Mito fusion act = qHTS Assay for Small Molecule Inhibitors of Mitochondrial Division or Activators of Mitochondrial Fusion; S. cerevisiae fusion-defective mutant growth rescue, CellTiterGlo 48 h; Potency, µM (series often up to 46.1 µM), for the others: top-dose growth rescue (activation), most hits filed as activators; 0.23% of 320,000 active; AID 485298, 2010;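 note: potency is the fitted concentration of half-maximal effect; % of control where 0% means no effect; nearly all actives have a fitted effect of over 45% in size; temperature-sensitive fusion mutants such as fzo1-1 at 37 °C on non-fermentable ethanol glycerol medium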
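S. cerevisiae fusion-defective temperature-sensitive mutants (e.g. fzo1-1, mgm1-5) grown 48 h at 37C in YPEG (ethanol/glycerol non-fermentable) medium with 23 nl compound per well; growth rescue read as CellTiterGlo luminescence.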
TSHR antag = Antagonists of the Thyroid Stimulating Hormone Receptor: HTS campaign; Thyrotropin receptor (Homo sapiens), P16473; TSHR-expressing cells, TSH-stimulated cAMP HTRF, 2 h; active compounds read low; activity change, negative = inhibition, % at 11.5 µM; 0.2% of 330,000 active; AID 504810, 2011;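 active = activity change below a set negative limit, meaning inhibition stronger than a set level, cut at about -70% in these data; inconclusive = activity change between two set negative limits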; note: % is set by controls: 0 for no effect and ±100 for the full control effect
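Competitive HTRF cAMP read-out (cryptate anti-cAMP antibody, cAMP-d2; 30 min, room temperature) in freshly harvested TSHR cells. Compounds added before TSH at EC80 (4nM final), followed by 2 hours' incubation at 37 deg C.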
TRPV1 ag = HTS Assay for Compounds that Act as Agonists of the Vanilloid Receptor 1; TRPV1-expressing cells, Fluo-8 calcium influx, agonist mode; AID 540275, 2011; Transient receptor potential cation channel subfamily V member 1 (Homo sapiens), Q8NER1; activation, % at 8.33 µM; 0.19% of 320,000 active; in the data active = activation above about 80%; inconclusive = between about 30% and that limit; note: 0% is about no effect
Target sequence (Q8NER1 whole entry, looked up): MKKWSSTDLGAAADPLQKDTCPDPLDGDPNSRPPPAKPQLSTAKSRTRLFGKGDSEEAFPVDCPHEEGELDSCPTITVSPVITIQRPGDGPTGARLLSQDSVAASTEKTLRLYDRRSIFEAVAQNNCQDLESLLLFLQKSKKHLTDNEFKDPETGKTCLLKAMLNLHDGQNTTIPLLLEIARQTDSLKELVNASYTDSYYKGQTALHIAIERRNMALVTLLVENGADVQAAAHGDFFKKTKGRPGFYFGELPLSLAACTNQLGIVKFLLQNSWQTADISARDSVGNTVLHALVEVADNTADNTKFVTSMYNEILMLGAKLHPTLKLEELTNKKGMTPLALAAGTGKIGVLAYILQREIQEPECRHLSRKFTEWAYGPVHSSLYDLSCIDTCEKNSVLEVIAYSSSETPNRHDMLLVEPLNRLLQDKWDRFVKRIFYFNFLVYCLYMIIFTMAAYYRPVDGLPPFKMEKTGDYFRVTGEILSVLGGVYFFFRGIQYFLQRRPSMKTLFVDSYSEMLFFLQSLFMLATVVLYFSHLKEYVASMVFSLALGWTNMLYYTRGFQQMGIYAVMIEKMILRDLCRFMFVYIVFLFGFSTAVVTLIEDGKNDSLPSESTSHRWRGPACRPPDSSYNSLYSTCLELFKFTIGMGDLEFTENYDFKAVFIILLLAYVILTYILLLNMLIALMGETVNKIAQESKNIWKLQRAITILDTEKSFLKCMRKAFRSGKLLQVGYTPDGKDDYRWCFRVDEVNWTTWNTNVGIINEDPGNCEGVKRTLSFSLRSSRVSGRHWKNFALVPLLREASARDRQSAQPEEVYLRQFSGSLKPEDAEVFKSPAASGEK
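TRPV1-expressing cells were cultured overnight at 35.5C and loaded with Fluo-8 calcium dye for 40 to 90 min at room temperature. After a 10 s baseline, compound was added and calcium influx was read kinetically for 3 min (ex 480/em 520 nm).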
KCNH2 3.1 block = qHTS for Inhibitors of KCHN2 3.1: Mutant qHTS | activity change, % (tested at about 1.8 µM) | 0.95% of 340,000 active | AID 720553, 2013 | U2OS KCNH2 3.1, thallium flux FluxOr; active compounds read low;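 active = maximum activity change below -70%; inconclusive = maximum activity change from -70% to -50%; inactive = maximum activity change above -50%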;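 note: thallium influx rate constant from kinetic fluorescence after stimulation buffer; % is set by controls: 0 for no effect and ±100 for the full control effect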
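Channel expression came from 3.1 mutant virus (1.77 x 10^8 /mL) applied to suspended U2OS cells for 4 h. Flux was tracked with FluxOr dye plus Red40 quencher, and kinetic rate constants normalized to controls.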
AT treatment = qHTS Assay for Identifying a Potential Treatment of Ataxia-Telangiectasia; 0.19% of 320,000 active; […] A-T fibroblasts, KAP-1 phosphorylation AlphaLISA; neocarzinostatin DNA damage 30 min before lysis; AID 485349, 2010; Potency, µM (series often up to 57.5 µM), without a hit: top-dose activation, hits mostly activators; note: potency is the fitted concentration of half-maximal effect; % of control where 0% means no effect; nearly all actives have a fitted effect of over 45% in size
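ATM-like activity read as KAP-1 phosphorylation via AlphaLISA donor/acceptor antibody pairs after lysis and 6 hr at 25C. Cells were ATM-null patient fibroblasts ([…], hTERT), dosed 60 min, then exposed to the DSB inducer NCS for 30 min.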
Eya2 phos inh = qHTS Assay for Inhibitors of the Phosphatase Activity of Eya2; Protein phosphatase EYA2 (Homo sapiens), O00167; recombinant Eya2, OMFP fluorescence dephosphorylation (OMFP is methylfluorescein phosphate); Potency, µM (top dose mostly 76.9 µM), for the others: at the top dose activity, negative = inhibition, usual class: inhibitors; 0.006% of 330,000 active; AID 488837, 2010; note: potency is the fitted concentration of half-maximal effect; % is set by controls: 0 for no effect and ±100 for the full control effect
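Eya2 protein (added as 0.2 uM solution) was preincubated with compound for 10 min at ambient temperature in 50 mM HEPES pH 7.5, 50 mM NaCl, 5 uM MgCl2, 0.05% BSA, 1 mM DTT. OMFP (added at 50 uM) then reacted 10 min; fluorescence read at 485/525 nm.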
The depositor's hits bear a star; u = inconclusive; x = not tested or not shown; [ ] = another dose, or the depositor's remark. Unless noted, calls come from the whole dose curve; as a rule, active = well fitted curve in the direction sought with a large enough effect; inconclusive = small, poorly fitted or top-dose-only effect, or another doubt; inactive = no such curve, though single readings can be large; an effect the other way counts as inactive or inconclusive.

SMILES	TCR act	hERG WT inh	USP2a inh	ELG1 DNA repair	Mito fusion act	TSHR antag	TRPV1 ag	KCNH2 3.1 block	AT treatment	Eya2 phos inh
CCC(=O)Nc1cccc(NC(=S)NC(=O)c2cc3ccccc3o2)c1	-4%	-3	0%	u	1%	-7	0	-3	2%	-9%
CC(C)CC(=O)Nc1nc(-c2ccc(S(=O)(=O)N3CCOCC3)cc2)cs1	-4%	-3	-2%	u	1%	-17	u	x	4%	-11%
O=C(CN1CCCCC1)N/N=C/c1ccc(Cl)cc1Cl	-3%	14	1%	23%	-5%	5	-3	-9	1%	6%
Cc1ccc(Nc2nc(N)nc(CSc3nnnn3-c3ccccc3)n2)cc1	1%	-2	0%	7%	2%	-6	1	-20	4%	-5%
CC1C(=O)N2CCCc3cc(NC(=O)c4ccccc4Br)cc1c32 (stereo not drawn)	1%	4	-1%	u	5%	-13	0	-9	-16%	-8%
CC12CC3CC(C)(C1)CC(C(=O)Nc1nn[nH]n1)(C3)C2	0%	-21	-1%	-7%	0%	13	-2	-8	4%	15%
CCCCCc1nnc(NC(=O)CN2C(=O)C3CCCCC3C2=O)s1 (stereo not drawn)	2%	0	3%	2%	-1%	-6	3	0	2%	-14%
O=C(CN1C(=O)c2ccccc2C1=O)Nc1nnc(C2CCCO2)s1 (stereo not drawn)	x	9	-10%	4%	-1%	14	0	-6	7%	3%
O=C(COc1ccc(Cl)cc1)c1ccc(O)cc1O	1%	-2	6%	u	12%	-12	u	25	-5%	17%
Cc1ccc(O)c(-c2cc(-c3ccccc3C)[nH]n2)c1	-2%	-4	1%	u	u	-22	6	1	5%	-9%
COc1ccc(C(=O)NCCNc2nc3ccc(C)cc3cc2C#N)cc1	4%	-9	1%	2%	-10%	4	3	2	4%	6%
COc1ccc(NC(=O)Cn2cnc3ccccc3c2=O)cc1OC	-12%	-35	3%	8%	u	-4	3	-4	2%	12%
O=C(NC1CCN(C(=S)NCc2ccco2)CC1)c1cccc(F)c1	0%	11	0%	2%	-1%	-4	1	1	-4%	-9%
O=C(CC1NCCNC1=O)OCc1ccccc1 (stereo not drawn)	6%	-4	2%	4%	1%	6	4	-5	-2%	7%
COc1ccc(C)cc1S(=O)(=O)N(C)CC(=O)NC1CCCC1	-4%[46.1 µM]	4	0%	3%	-12%	6	-3	9	15%	3%
CC(NC(=O)CSC1=NCCS1)c1ccccc1 (stereo not drawn)	10%[46.1 µM]	-16	1%	16%	-1%	0	0	-4	0%	-6%
COc1cccc(C(=O)NCc2ccc3c(c2)OCO3)c1	x	0	-1%	u	0%	12	1	-3	-3%	8%
O=C(O)C1C2C=CC(C2)C1C(=O)NCCCN1CCCC1=O (stereo not drawn)	17%	-128*	1%	1%	0%	-18	0	12	2%	0%
Cc1c(C(=O)NCc2ccc3c(c2)OCO3)oc2ccc(S(=O)(=O)N3CCC(C)CC3)cc12	4%[46.1 µM]	2	0%	8.2µM*	9%	-16	2	-23	1%	7%
O=C(NC1CCCc2ccccc21)c1cc(S(=O)(=O)N2CCOCC2)ccc1F (stereo not drawn)	1%	20	1%	1%	12%	-6	24	-13	-3%	-10%
COc1ccc(-c2cc(C#N)nc(Oc3ccc(Cl)cc3)n2)cc1	-4%[46.1 µM]	43	-3%	10%	-1%	13	1	-24	2%	-13%
COc1ccc(COC(=O)c2c(C)nn(-c3ccccc3)c2Cl)cc1	1%	1	-2%	1%	-3%	-35	23	-3	6%	-13%
CC[C@H](C)[C@H](NS(=O)(=O)c1ccc(C)cc1)C(=O)N1CCC(C(=O)N[C@H](C(=O)O)C(C)C)CC1	-14%	-12	2%	6%	-2%	-5	0	-9	0%	16%[15.4 µM]
Cc1cc(C)c(S(=O)(=O)Nc2ccc(O)cc2)c(C)c1	-4%	-10	3%	u	2%	-17	-4	-1	7%	7%[15.4 µM]
CCN(CCCNC(=O)C1CCC(=O)N1C(C)C)c1cccc(C)c1 (stereo not drawn)	-8%	2	7%	1%	7%	11	-3	4	x	-12%
COc1ccc(/C(C)=N/NC(=O)CNC(=O)C2COc3ccccc3O2)c(OC)c1 (stereo not drawn)	6%	0	7%	20%	-3%	0	9	12	u	3%
CN(C(=O)COC(=O)c1ccc(CN2CCCC2=O)cc1)c1ccccc1	-2%	-3	0%	2%	-1%	1	2	8	-2%	3%
Cc1ccc(/C(C#N)=C\c2ccc(N3CCOCC3)o2)cc1	-9%	3	2%	u	3%	13	u	10	-15%	-7%
Cc1nnc(SCC(=O)NC(=O)Nc2ccc3c(c2)OCCO3)n1N	4%	17	1%	x	-3%	-17	1	10	0.71µM*	12%
COc1cc(CCCN2C(=S)NC[C@@H]2CC2CCCCC2)cc(OC)c1OC	-2%	-2	0%	-28%	3%	11	u	-4	18%	-10%

Looked up by structure from the list above (2):
SMILES	TCR act	hERG WT inh	USP2a inh	ELG1 DNA repair	Mito fusion act	TSHR antag	TRPV1 ag	KCNH2 3.1 block	AT treatment	Eya2 phos inh
Cc1ccc(/C(C#N)=C\c2ccc(N3CCOCC3)o2)cc1	-9%	3	2%	u	3%	13	u	10	-15%	-7%
CCN(CCCNC(=O)C1CCC(=O)N1C(C)C)c1cccc(C)c1 (stereo not drawn)	-8%	2	7%	1%	7%	11	-3	4	x	-12%

The list continues:
SMILES	TCR act	hERG WT inh	USP2a inh	ELG1 DNA repair	Mito fusion act	TSHR antag	TRPV1 ag	KCNH2 3.1 block	AT treatment	Eya2 phos inh
CC(NC(=O)C(NC(=O)C(Cc1c[nH]c2ccccc12)NC(=O)OC(C)(C)C)C(C)C)C(N)=O (stereo not drawn)	6%	0	0%	-10%	1%	0	1	-2	6%	-5%
COc1ccc(CCN(C)C(=O)CSc2nnc(C3CC3)n2N)cc1OC	-4%	-14	0%	1%	-6%	-6	3	-44	-4%	9%
Cc1ccc(O)c(NS(=O)(=O)c2cccc3nsnc23)c1	-2%	16	3%	-3%	7%	-6	-2	17	-12%	-2%
COc1ccc(C(=O)NCC2CCCO2)cc1S(=O)(=O)N1CCCc2ccccc21 (stereo not drawn)	-2%	-15	9%	6%	1%	-3	2	12	0%	13%
CN(C)c1ccc(S(=O)(=O)NCC(=O)NCC2CCCCC2)cc1[N+](=O)[O-]	-1%	-9	0%	-17%	-4%	7	1	-16	-1%	2%
O=C(Nc1ccc(C(=O)NCc2ccccc2)cc1)C1=CSCCO1	-10%	-5	-1%	u	1%	-3	6	3	22%	5%
FC(F)(F)c1cccc(NC(=S)Nc2cccc(Cl)c2)c1	1%	16	0%	-17%	-16%	-3	-1	-3	-4%	u
CCc1ccc(OCC(=O)OCC(=O)NCCNC(=O)COC(=O)COc2ccc(CC)cc2)cc1	-2%	-5	1%	-3%	1%	11	0	24	10%	12%
Cc1ccc(S(=O)(=O)N(C)C)cc1NC(=O)CCCNC(=O)c1ccc(Cl)cc1	1%	0	1%	1%	3%	-8	-1	3	-4%	-6%
Cc1cnc(NC(=O)CSc2nnc(-c3cccs3)n2C)s1	-4%	14	0%	3%	5%	21	-3	8	-6%	1%
CC(=O)Nc1nc2ccc(-c3nc4ccccc4o3)cc2s1	-8%[46.1 µM]	-8	-5%	u	u	-39	1	12	-3%	5%
COCCCNC(=O)Cc1ccc(-n2c(C)nc3cccnc32)cc1	4%	-7	2%	-2%	1%	-2	3	23	8%	0%
Cc1ccccc1N1CCN(S(=O)(=O)c2cccs2)CC1	-1%	-8	-7%	12%	4%	25	-1	-21	17%	-5%
COc1ccc(OC)c(S(=O)(=O)N2CCN3CCCC3C2)c1 (stereo not drawn)	x	-20	1%	5%	-1%	-13	1	-1	1%	-7%
CN(C(=O)CC1C(=O)NCCN1Cc1ccc(F)cc1)C1CCOCC1 (stereo not drawn)	3%	8	2%	10%	-6%	14	-3	-5	27%	-13%
CC1=NNC(=O)C1CC(=O)N/N=C/C=C/c1ccccc1 (stereo not drawn)	5%	-3	10%	2%	0%	16	-1	4	11%	-11%
O=C(c1ccc(Cn2c(=S)[nH]c3ccc(N4CCOCC4)cc3c2=O)cc1)N1CCC(N2CCCCC2)CC1	7%	4	3%	-1%	2%	-3	-2	-12	-2%	-1%
c1cc(N2CCCC2)ccc1C(c1nnnn1C1CCCCC1)N1CCOCC1 (stereo not drawn)	-2%	5	2%	1%	0%	-5	16	-1	-1%	-8%

This is a subset (hit frequency here may not be typical).
